IL-2 act – activators of IL-2. actives 0.065% (n = 360,000). activation, % (series mostly up to about 46 µM). IL-2 activation reporter assay, cell-based qHTS; stimulated with anti-CD3/CD4/CD28 beads; in transgenic mouse T cells; in the data active means activation above about 50%; inconclusive means mostly about 30% to 49%; further: 0% is about no effect
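First, unstimulated transgenic mouse T cells were exposed to compound for 60 min. Next, anti-CD3/anti-CD4-coated beads with anti-CD28 were added. Finally, after 18 h at 37 degrees C, EGFP and DsRed were imaged.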
PI5P4Ka inh – blocks human PI5P4K alpha kinase activity; PI5P4Kalpha enzyme, ADP-Glo luminescence, 60 min; active compounds read low; max response, %; actives 1.2% (n = 330,000); active means max response of -50% or lower; inconclusive means between -30% and -50%; inactive means -30% or higher; further: value at the top dose of about 77 µM; on the % scale 0 is the no-effect control and ±100 the full control effect
Target sequence (P48426 whole entry, looked up): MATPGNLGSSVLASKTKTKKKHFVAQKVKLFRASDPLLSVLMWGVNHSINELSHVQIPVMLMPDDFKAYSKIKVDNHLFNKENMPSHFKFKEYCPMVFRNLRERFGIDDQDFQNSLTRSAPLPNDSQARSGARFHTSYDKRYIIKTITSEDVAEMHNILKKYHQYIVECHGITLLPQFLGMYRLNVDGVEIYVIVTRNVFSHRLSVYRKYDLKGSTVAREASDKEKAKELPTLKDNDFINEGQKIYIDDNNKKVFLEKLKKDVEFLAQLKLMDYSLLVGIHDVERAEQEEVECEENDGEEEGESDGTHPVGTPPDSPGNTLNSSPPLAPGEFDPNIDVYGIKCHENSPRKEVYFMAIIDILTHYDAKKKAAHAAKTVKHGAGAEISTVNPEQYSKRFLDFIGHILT
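Reactions run in 0.038 M HEPES pH 7.4, 0.28 mM EGTA, 0.1% CHAPS and 5% DMSO, with PI5P4Kalpha, substrate, compound and 5 microM ATP final, one hour at room temperature. Readout is ADP-Glo luminescence.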
EPAC1 antagonist – EPAC1 (human) antagonism; actives 0.14% (n = 360,000); Potency, µM (highest dose often 115 µM), for the others: top-dose activity change, negative = inhibition, most hits filed as inhibitors; EPAC1 GEF assay, Rap1b-BODIPY-GDP exchange fluorescence; O95398;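 further: potency means the concentration at half of the fitted maximal effect; plate controls were vehicle for no effect and positive control for full effect; nearly all actives have a fitted effect of over 50% in size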
GLP1R ag – activates the human GLP-1 receptor | actives 0.007% (n = 380,000) | HEK293 GLP-1R CRE-luciferase, luminescence, 4-6 h; cells express a hypersensitive GLP-1R form | Potency, µM (top dose mostly 45.6 µM), for inactives: at the highest dose activation, actives largely listed as activators; further: potency means the concentration at half of the fitted maximal effect; % of control where 0% means no effect
EPAC1 ag – agonists of human EPAC1. O95398. EPAC1 agonist qHTS, biochemical assay; response scale: 100% = response to 6.5 mM cAMP. Potency, µM (series often up to 154 µM), without a hit: top-dose activation, actives largely listed as activators. actives 0.073% (n = 360,000). AID 720707; further: potency means the concentration at half of the fitted maximal effect; nearly all actives have a fitted effect of over 60% in size
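Nucleotide exchange by EPAC1 (100 nM) on Rap1B–BODIPY-GDP (250 nM) in the presence of 50 uM GDP is tracked fluorescently at 480/540 nm over 30 min. Signals are normalized to a 6.5 mM cAMP control.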
GLP-1R inv ag – inverse agonists of human GLP-1 receptor; Potency, µM (highest dose often 38.3 µM), for inactives: top-dose activity change, negative = inhibition, usual class: inhibitors; AID 624417; P43220; actives 1.6% (n = 410,000); HEK293 GLP-1R CRE-luciferase, luminescence, 24 h; GLP-1R form is constitutively active; further: potency means the concentration at half of the fitted maximal effect; on the % scale 0 is the no-effect control and ±100 the full control effect; nearly all actives have a fitted effect of over 55% in size
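HEK293 cells stably co-expressing constitutively active GLP-1R and a cAMP-responsive luciferase reporter were seeded in DMEM with 10% Nu serum, given compounds after 12 h, and incubated 24 h at 37 deg C. Luminescence was then read.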
HEK293 tox – cytotoxicity in counter-screen for GLP-1R inverse agonists; AID 624418; HEK293 cAMP-luciferase reporter cells, luminescence, 24 h; actives 0.13% (n = 410,000); Potency, µM (doses to about 38.3 µM), without a hit: at the top dose activity change, negative = inhibition, usual class: inhibitors;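 further: loss of luciferase light is scored as toxicity; potency means the concentration at half of the fitted maximal effect; on the % scale 0 is the no-effect control and ±100 the full control effect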
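Compound-treated cells are incubated 24 hr at 37 deg C under 5% CO2 after a 12 hour attachment period, then luciferase detection reagent is added and luminescence is measured following 12 min at room temperature; lowered signal indicates toxicity.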
PTHR1 agonist – PTHR1 (human) receptor agonism | Q03431 | HEK293 GP2 PTHR1 cells, GloSensor cAMP luminescence, 1 h | Potency, µM (top dose mostly 115 µM), inactives show top-dose activation, usual class: activators | actives 0.075% (n = 410,000) | AID 743266; further: potency means the concentration at half of the fitted maximal effect; nearly all actives have a fitted effect of over 55% in size; some results filed as inactive show a strong effect at the top dose; inactives centre near -15; many of its hits are not listed in these tables
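HEK-293-derived GP2 cells expressing PTHR1 and a GloSensor cAMP reporter, 3,000/well, plated overnight, given luciferin plus IBMX (each 0.5 mM as added) for 1 h at 37 °C, then compound for 1 h at 37 °C. Luminescence was read after 15 min at room temperature.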
PLK1 PBD block – blocks phosphopeptide binding to human PLK1 polo-box domain; P53350; Plk1 PBD binding of FITC phosphopeptide, fluorescence polarization; Potency, µM, for the others: max response, negative = inhibition, actives largely listed as inhibitors; actives 2.8% (n = 360,000); further: potency means the concentration at half of the fitted maximal effect; series mostly up to about 57 µM; on the % scale 0 is the no-effect control and ±100 the full control effect; nearly all actives have a fitted effect of over 65% in size
Target sequence (P53350 whole entry, looked up, the tested form may be a part): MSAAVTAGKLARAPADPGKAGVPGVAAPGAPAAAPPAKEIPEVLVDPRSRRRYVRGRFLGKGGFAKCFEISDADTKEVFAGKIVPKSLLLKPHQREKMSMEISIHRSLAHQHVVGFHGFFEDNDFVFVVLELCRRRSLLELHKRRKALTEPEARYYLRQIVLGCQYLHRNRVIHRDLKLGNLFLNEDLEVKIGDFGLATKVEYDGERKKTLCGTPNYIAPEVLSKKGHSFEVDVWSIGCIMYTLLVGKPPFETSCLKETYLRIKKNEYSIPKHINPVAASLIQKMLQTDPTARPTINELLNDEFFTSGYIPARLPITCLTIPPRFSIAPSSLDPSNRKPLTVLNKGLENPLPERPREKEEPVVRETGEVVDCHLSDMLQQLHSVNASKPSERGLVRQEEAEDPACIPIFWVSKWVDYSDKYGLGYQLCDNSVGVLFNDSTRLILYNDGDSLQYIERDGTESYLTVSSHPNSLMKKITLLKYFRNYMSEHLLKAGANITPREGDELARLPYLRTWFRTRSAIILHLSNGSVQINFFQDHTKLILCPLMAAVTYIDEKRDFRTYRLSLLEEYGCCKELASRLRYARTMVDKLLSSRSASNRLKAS
* hit, by the source's call; i = inactive; ? = inconclusive; . = not tested or not shown; & = joins results of further samples; [ ] = dose if it differs, or a comment. Unless noted, the call rests on the fitted dose curve; in most records, active means well fitted curve in the direction sought with a large enough effect; inconclusive means small, poorly fitted or top-dose-only effect, or another doubt; inactive means no such curve, though single readings can be large; an effect the other way counts as inactive or inconclusive. This is a subset, so the mix of outcomes need not match the whole.

Each structure is followed by: EPAC1 antagonist	IL-2 act	EPAC1 ag	PI5P4Ka inh	GLP-1R inv ag	HEK293 tox	PLK1 PBD block	PTHR1 agonist	GLP1R ag
COc1ccc(NC(=O)NC2CC3CCCC(C2)N3Cc2ccccc2)cc1 (configuration not stated)
→ -2.8%	1.5	3.9%	-1.0	?	0.0%	-2.0%	3.2%[57.5 µM]	-6.3%
O=C(CCN1C(=O)/C(=C/c2ccccc2Cl)SC1=S)Nc1ccccn1
→ 7.6%	1.1	-16.2%	-12.3	9.9%	-0.4%	-4.7%	-86.0%[inhibitor]	-5.6%
COc1ccc(C2=NN(C(=O)CCC(=O)O)C(c3ccc(OC)c(OC)c3)C2)cc1 (configuration not stated)
→ -1.2%	-0.7	-0.8%	2.7	-2.9%	2.6%	-3.9%	-19.9%	1.6%
Cn1c(=O)c2c3c(sc2n2c(SCC(N)=O)nnc12)CC(C(C)(C)C)CC3 (configuration not stated)
→ -11.7%	-0.7	11.2%	.	?	-5.3%	-4.9%	-31.8%[inhibitor]	-0.4%
CN(C)CCNc1ccc2nnn3c4ccc(O)cc4c(=O)c1c23
→ 3.9%	-0.7	-10.3%	-2.8	?	?	-5.2%	i	3.4%
CCCN(CCC)C(=O)CCSCCC(=O)N(CCC)CCC
→ -2.0%	-0.1	-5.0%	8.2	4.5%	4.5%	-7.3%	i	0.1%
CN(CC(=O)O/N=C(\N)c1ccc(Br)cc1)S(=O)(=O)c1ccccc1
→ -10.6%	-0.5	4.0%	-2.1	-2.3%	2.0%	-3.9%	-27.1%	-3.4%
COc1ccc(C(=O)Nc2nc(-c3ccccc3)c(C(C)=O)s2)c(OC)c1
→ 3.3%	-0.6	7.9%	3.0	11.0%	-0.3%	-2.4%	-9.8%	4.4%
O=S(=O)(Nc1ccccn1)c1cc(Cl)ccc1Cl
→ 19.1%	-3.7	6.8%	-3.0	0.0%	2.8%	3.6%	i	-5.5%
COc1ccc(Cl)cc1S(=O)(=O)Nc1noc2ccccc12
→ -24.4%	-2.4	-3.6%	0.6	-21.7%	7.1%	-2.4%	i	0.8%
COc1ccc(OC)c(CCNC(=O)CCCC(=O)n2ncc3cc(C)ccc32)c1
→ 12.6%	-2.0	-8.8%	1.2	3.3%	-5.4%	-1.2%	-18.6%	2.1%
COc1ccc(C2CC(c3cccs3)=NN2c2ccc(F)cc2)cc1OC (configuration not stated)
→ -8.5%	1.4	12.8%	15.2	?	.	-8.9%	-14.1%	8.7%
CCc1cc(C(=O)OC)c(NC(=O)CC2Nc3cc(C)c(C)cc3NC2=O)s1 (configuration not stated)
→ -14.5%	?	6.1%	-3.6	23.9%	5.1%	74.2%[activator]	-11.6%	4.5%
CCOC(=O)c1c(NC(=O)c2ccc(C)cc2)sc2c1CC(C)(C)OC2
→ 2.1%	0.9	16.5%	2.5	-9.1%	-0.8%	23.8µM*	-37.5%[inhibitor]	0.7%
O=S(=O)(NCC1CN(S(=O)(=O)c2c(F)cccc2F)C1)c1ccc2c(c1)OCCO2
→ -6.7%	-4.0	8.1%	.	.	.	.	i	7.7%
COc1ccc(S(=O)(=O)Cc2ccc(C(=O)N3CCN(c4ccccn4)CC3)o2)cc1
→ -1.4%	-1.7	-6.9%	0.6	-16.1%	0.9%	-8.2%	-7.2%	11.7%
Cn1nc(C(=O)OCC(=O)Nc2ccc(C(N)=O)cc2)c2ccccc2c1=O
→ -5.8%	-3.2	-3.9%	-0.3	13.0%	-3.4%	4.1%	-36.5%[inhibitor]	-2.5%
Clc1ccc(COc2ccccn2)c(Cl)c1
→ -6.5%	-1.7	7.0%	.	0.0%	3.7%	-5.6%	i	5.2%
N#Cc1cccnc1N1CCN(C(=O)c2cccc3c2C(=O)c2ccc(Cl)cc2S3(=O)=O)CC1
→ 16.6%	-3.8	3.3%	-4.2	98.5%[activator]	-29.5%	0.1%	-53.3%[inhibitor]	-5.5%
c1ccc(-c2ccccc2OCCOCCN2CCc3ccccc3C2)cc1
→ -16.1%	-5.3	9.6%	17.8	?	-15.1%	-2.7%	-16.8%	13.6%
Cc1cc(-c2nnc(SCC(=O)Nc3ccc(F)cc3F)n2N)n[nH]1
→ ?	-1.8	-6.1%	-9.9	0.0%	-9.8%	-9.3%	i	-2.0%
CCCn1c(SCC(=O)c2cc(OC)ccc2OC)nnc1-c1ccco1
→ -4.7%	4.3	-5.1%	-3.1	-1.9%	1.1%	-13.2%	i	7.5%
Cc1c(S(=O)(=O)NC2CCCCC2)c(=O)n(C)c(=O)n1C
→ 3.0%	-0.1	0.5%	-4.1	35.7%[activator]	1.7%	-1.1%	i	1.0%
CN(CC1CCCN(CCc2cccc(C(F)(F)F)c2)C1)C(=O)c1ccco1 (configuration not stated)
→ 7.8%	0.2	1.9%	7.0	?	3.6%	-7.5%	10.4%	-3.3%
COc1cccc(N(CC(=O)NC2CCCC2)C(=O)CCCC(=O)Nc2ccccn2)c1
→ 16.0%	0.5	3.6%	2.4	-1.7%	11.8%	-4.6%	-6.4%	5.7%
COc1cc2ncnc(NCc3ccc(C)cc3)c2cc1OC
→ -5.8%	-2.4	-8.5%	4.8	56.4%[activator]	1.5%	-11.0%	-6.9%	12.2%
C=C(C)CNC(=S)NNC(=O)CCn1c2ccc(Cl)cc2c2cc(Cl)ccc21
→ ?	-6.4	-18.9%	7.8	?	-16.9%	5.2%	-63.0%	-4.3%
O=C(Nc1cccc(C(=O)N2CCCCC2)c1)c1ccccc1
→ -10.9%	-0.4	-16.6%	4.4	9.7%	2.1%	-3.6%	-40.8%[inhibitor]	2.9%
COc1ccc(CN2CNc3c(c(=O)n(C)c(=O)n3C)C2)cc1
→ 14.3%	4.3	-1.1%	-2.7	-0.4%	-2.6%[1.53 µM]	0.9%	i	3.2%
O=C(CN(C(=O)C1CSC(=O)C1)c1ccc(F)cc1)NCc1ccc2c(c1)OCO2 (configuration not stated)
→ 16.1%	5.6	11.1%	-2.2	-11.8%	14.9%	-13.5%	-5.1%	1.4%
CC(C)C(=O)Nc1nnc(SCC(=O)NCc2ccco2)s1
→ -5.5%	-3.2	3.2%	-4.7	11.0%	9.5%	-17.9%	i	1.6%
O=[N+]([O-])c1ccccc1/C=N/n1c(C2CCCCC2)n[nH]c1=S
→ -4.3%	1.1	2.0%	-12.0	-20.7%	-14.9%	21.2µM*	-9.7%	6.0%
Cc1ccc(CNC(=O)CCc2c(C)nc3ncnn3c2C)cc1
→ 18.7%	-1.8	-2.5%	.	-7.3%	-9.3%	0.3%	2.9%	0.9%
CN(C(=O)COC(=O)Cn1cnc2c1c(=O)n(C)c(=O)n2C)C1(C#N)CCCCC1
→ -12.4%	0.4	7.3%	0.3	9.5%	3.0%	-8.3%	20.7%	-3.0%
Cc1cccc(N=Nc2c(C)c(C#N)c(O)[nH]c2=O)c1
→ -5.8%	-1.0	-0.5%	?	9.3%	-6.1%	-12.7%	1.9%	0.2%
CC(C)(C)S(=O)N1Cc2cn(Cc3ccccc3)c(=O)cc2[C@H]1CCO (some centres not stated)
→ -10.1%	0.5	0.0%	-2.8	0.4%	3.8%	-7.8%	i	11.8%
COc1cccc(NC(=O)N2CCN(c3ccc(C(F)(F)F)cn3)CC2)c1
→ -0.8%	-0.3	-5.3%	2.7	-0.9%	5.0%	-6.0%	i	2.6%
COc1ccc(Br)cc1S(=O)(=O)n1c([N+](=O)[O-])cnc1C
→ -2.9%	-0.3	5.5%	1.2	-0.6%	0.2%	-17.7%	i	-2.2%
O=C(NCc1ccc2c(c1)OCO2)c1cc([N+](=O)[O-])ccc1N1CCOCC1
→ 5.0%	1.2	-0.6%	-1.5	?	?	2.4%	i	-1.1%
O=S(=O)(Nc1ccc2nc(C(F)(F)F)[nH]c2c1)c1ccccc1
→ -2.3%	0.4	-1.8%	.	?	-25.0%	1.5%	i	-1.1%
COc1ccc(C(=O)Nc2c(N)nc(SCC(=O)c3ccccc3)[nH]c2=O)cc1
→ -9.4%	-0.7	17.9%	-2.5	7.1%	2.2%	-4.5%	-28.7%	-0.1%
COc1cc(Cl)c(C)cc1NC(=O)Cn1cc(S(=O)(=O)N2CCC(C)CC2)c2ccccc2c1=O
→ .	.	.	.	7.4%	10.4%	.	-1.7%	1.4%
CN(C(=O)CSc1nc2ccccc2c(=O)n1-c1ccc(F)cc1)C1CCS(=O)(=O)C1 (configuration not stated)
→ 10.4%	-0.4	1.6%	0.0	1.5%	-8.9%	-3.6%	i	5.1%
COC(=O)NNC(=O)c1ccc(C)cc1
→ 12.6%	-1.8	-0.4%	.	18.1%	3.3%	-1.0%	i	-11.5%
COc1ccc(CNC(=O)CN(c2ccccc2)S(=O)(=O)N(C)C)cc1
→ -16.7%	0.3	-5.0%	-11.2	-8.2%&3.2%	80.7%&3.5%[activator]	-8.8%	-10.9%	0.4%&-4.9%
NC(=O)c1cccc(-c2cccc3nccn23)c1
→ -19.9%	0.4	-9.7%	2.7	9.7%	-4.1%	-10.3%	i	-1.4%
CC12CN3CC(C)(CN(C1)C3c1ccccc1Cl)C2O (configuration not stated)
→ -5.7%	0.2	-6.7%	6.6	9.1%	1.4%	-10.7%	i	0.4%
N#C/C(=C(/O)c1ccc([N+](=O)[O-])cc1)c1nc2ccccc2[nH]1
→ 17.8%	-0.2	4.9%	4.0	9.3%	3.1%	-4.4%	i	-2.5%
COC(=O)Cc1ccc(OCC(=O)NC2CCCC2)cc1
→ 11.4%	-0.3	1.5%	-4.3	3.7%	1.0%	1.8%	-23.7%	-7.7%
CCC(C)C(N=C1NS(=O)(=O)c2ccccc21)C(=O)N1CCC(C)CC1 (configuration not stated)
→ 6.9%	-2.1	-3.2%	3.1	?	1.9%	2.0%	-16.6%	5.0%

Source: PubChem BioAssay (National Center for Advancing Translational Sciences (NCATS))
